# ABCG2 inh = human ABCG2 inhibition, ABCB1 as counter-screen; inhibition, % at 6.6 µM; AID 1325; IgMXP3 cells, JC-1 efflux, flow cytometry; 190,000 compounds, 0.1% hits; Q9UNQ0;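 active means inhibition above 80%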;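 further: 0% = DMSO and 100% = nicardipine control wells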
# Target sequence (Q9UNQ0 whole entry, looked up): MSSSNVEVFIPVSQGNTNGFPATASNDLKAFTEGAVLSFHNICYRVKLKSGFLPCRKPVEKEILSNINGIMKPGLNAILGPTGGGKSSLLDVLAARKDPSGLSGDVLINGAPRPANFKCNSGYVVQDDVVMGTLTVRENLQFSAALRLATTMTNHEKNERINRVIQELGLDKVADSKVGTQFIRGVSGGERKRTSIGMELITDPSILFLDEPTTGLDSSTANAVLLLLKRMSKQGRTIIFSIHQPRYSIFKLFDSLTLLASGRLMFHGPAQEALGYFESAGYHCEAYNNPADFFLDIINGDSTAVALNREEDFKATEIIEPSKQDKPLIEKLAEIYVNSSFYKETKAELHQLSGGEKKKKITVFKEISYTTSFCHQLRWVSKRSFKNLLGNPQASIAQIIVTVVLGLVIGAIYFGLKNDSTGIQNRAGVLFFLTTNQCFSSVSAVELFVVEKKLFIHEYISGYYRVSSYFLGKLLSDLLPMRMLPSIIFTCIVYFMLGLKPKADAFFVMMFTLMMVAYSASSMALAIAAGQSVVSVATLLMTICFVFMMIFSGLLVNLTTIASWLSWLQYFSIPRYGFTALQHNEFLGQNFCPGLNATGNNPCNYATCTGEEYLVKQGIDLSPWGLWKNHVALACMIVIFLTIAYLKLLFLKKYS
#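 test system = two drug-resistant human cell lines, ABCG2 and ABCB1 | amount = 3 million cells/mL final, two lines in 1:1 ratio | reagent = JC-1 transporter substrate | doses = one concentration, 6.6 µM final | incubation = 10 min at 25 °C | signal = flow cytometric JC-1 green MFI at 530 nm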
# Avidin bead fluor = avidin bead compound fluorescence profile. Avidin beads, compound fluorescence 488/530 nm, flow cytometry; stronger effect = higher value. AID 1775. fluorescence (KMESF) at 10 µM. 220,000 compounds, 0.38% hits; in the data active means fluorescence above about 47; further: inactives centre near 10
# ABCB1 block = blocks JC-1 efflux by human ABCB1 transporter | P08183 | CCRF-Adr cells, flow cytometry | inhibition, % at 6.6 µM | 190,000 compounds, 0.067% hits; in the data active means inhibition above about 40%;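 further: 0% = vehicle and 100% = reference inhibitor; higher value means more JC-1 retained so stronger ABCB1 efflux block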
# Mcl1-Noxa inh = Mcl-1/Noxa interaction inhibition; Q07820; TR-FRET Mcl-1/Noxa peptide binding, 2 h; inhibition, % at 21.7 µM; 220,000 compounds, 1.5% hits; AID 1022;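 active means compounds that cut the protein-peptide binding signal by more than 50% relative to plate controls in a single-dose test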;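 further: His-tagged Mcl-1 with rhodamine Noxa BH3 peptide and terbium anti-His antibody; 0% = Mcl-1 plus Noxa peptide wells and 100% = peptide-only wells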
# Target sequence (Q07820 whole entry, looked up): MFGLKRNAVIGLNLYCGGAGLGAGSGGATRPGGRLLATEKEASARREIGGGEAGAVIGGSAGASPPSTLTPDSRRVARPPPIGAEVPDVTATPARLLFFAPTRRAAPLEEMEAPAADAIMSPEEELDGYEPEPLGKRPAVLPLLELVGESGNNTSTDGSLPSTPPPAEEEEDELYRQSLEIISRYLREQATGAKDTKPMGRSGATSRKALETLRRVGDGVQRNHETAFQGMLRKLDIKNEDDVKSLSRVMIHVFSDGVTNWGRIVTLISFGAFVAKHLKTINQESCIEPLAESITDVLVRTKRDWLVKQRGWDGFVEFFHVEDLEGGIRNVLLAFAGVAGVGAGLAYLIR
# RGS7-Gao = regulators of human RGS7-Galphao interaction; P09471; Multiplexed bead flow cytometry, RGS7-Galphao binding; actives lie on both sides; binding response (% of control), % at 10 µM; 220,000 compounds, 0.35% hits; in the data active means binding response below about 49% or above about 150%; inconclusive means no clear call, values can overlap the other calls; inactive means in between;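 further: fluorescent Galphao held in activated GDP-AlF4 state binding bead-coupled RGS7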
# Bim-Mcl-1 = human Bim-Mcl-1 interaction inhibition; AID 1009; 190,000 compounds, 0.1% hits; inhibition, % at 10 µM; Q07820; Bead-based flow cytometry, Bim peptide-Mcl-1 binding; in the data active means inhibition above about 40%;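 further: 0% = no compound tracer wells and 100% = peptide blocker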
# Pf gamet viab = P. falciparum stage V gametocyte viability inhibition; inhibition, % at 10.9 µM; 150,000 compounds, 0.065% hits; P. falciparum stage V gametocytes, ATP luminescence, 24 h;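 active means inhibition above the mean plus 3 SD of compounds within the control limits, set per campaign, cut at about 38% in these data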;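 further: 0% = DMSO wells and 100% = medium only without gametocytes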
# GSH bead fluor = compound fluoresces at 488/530 nm on GSH beads; GSH beads flow cytometry, compound fluorescence 488/530 nm; stronger effect = higher value; fluorescence (KMESF) at 10 µM; 190,000 compounds, 0.25% hits; AID 1776; in the data active means fluorescence above about 89;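 further: glutathione beads carrying GST-tagged Bcl family fusion proteins plus one bare bead set; values are compound well signal with DMSO vehicle wells as background; inactives centre near 16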
# RGS8-Gao reg = human RGS8-Galphao interaction regulation; P09471; multiplexed bead flow cytometry, RGS8-Galphao binding; actives lie on both sides; response (percent of control binding), % at 10 µM; 220,000 compounds, 0.34% hits; AID 1423; in the data active means response below about 60% or above about 140%; inactive means in between;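 further: Galphao activated as the GDP aluminium fluoride complex binding bead-coupled RGS8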
# RGS4-Gao reg = human RGS4-Galphao interaction regulation. Multiplexed bead flow cytometry, RGS4-Galphao binding; actives lie on both sides. binding response (% of control), % at 10 µM. 220,000 compounds, 0.33% hits. AID 1415; in the data active means binding response below about 49% or above about 150%; inactive means in between;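 further: fluorescent Galphao activated with aluminum fluoride binding bead-coupled RGS4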
# Mcl1-Bid inh = Mcl-1/Bid interaction inhibition. Q07820. 220,000 compounds, 0.97% hits. TR-FRET Mcl-1/Bid-Dy647 peptide binding, 1536-well. inhibition, % at 21.7 µM. AID 1021;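 active means compounds that cut the binding signal by more than half at the single screening dose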;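 further: His-tagged Mcl-1 with europium anti-His antibody binding Bid BH3 peptide; 0% = Mcl-1 plus peptide wells and 100% = peptide-only wells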
# * marks the source's active call; other numbers are inactive results; ? = inconclusive; / = no result given.
SMILES,ABCG2 inh,Avidin bead fluor,ABCB1 block,Mcl1-Noxa inh,RGS7-Gao,Bim-Mcl-1,Pf gamet viab,GSH bead fluor,RGS8-Gao reg,RGS4-Gao reg,Mcl1-Bid inh
Cc1oc2c(c1C(=O)c1ccccc1)C(=O)C(=O)c1ccccc1-2,5,16,1.1,12,95,-1,23,9,95,95,-17
Fc1ccccc1N1CCN(c2ncnc3nc[nH]c23)CC1,/,8,/,5,?,/,-5,/,102,101,-14
CC1CCCCN1Cc1cnc(Cl)s1 (centres undefined),0,13,0.1,9,104,-2,-7,28,107,105,-28
CC(=O)Nc1ccc(S(=O)(=O)N2CCN(Cc3ccncc3)CC2)cc1,-1,10,0.0,-11,98,-2,/,14,101,102,-22
CCOc1ccc(OCC)c(NC(=O)CN(C)S(=O)(=O)c2cnc[nH]2)c1,3,30,0.6,26,93,2,/,16,96,102,-34
CCc1ccc(Nc2nnc(SCC(=O)NCCN3C(=O)CSC3=O)s2)cc1,5,13,0.2,-16,100,-1,-27,13,101,100,-22
CC(C)CNC(=O)COc1ccccc1[N+](=O)[O-],19,15,1.0,10,99,-5,/,13,100,102,10
Cc1cc(C)nc(NS(=O)(=O)c2ccc(NC(=O)COc3ccccc3)cc2)n1,0,7,0.2,23,108,-3,2,11,105,106,-11
Cn1cccc1Cc1nnc(SCC(=O)NCC2CCCO2)n1C (centres undefined),8,5,0.3,-12,96,3,/,16,99,94,-17
NC(=O)CSc1cn(CCNC(=O)c2cccs2)c2ccccc12,/,21,/,16,?,/,/,/,102,105,-88
O=C(N/N=C/c1sc(N2CCCCC2)nc1-c1cccs1)C1CC1,3,16,0.9,-14,94,-3,1,12,94,92,-21
CCCN(c1ccc(C)cc1)c1nc(=O)c2cccnc2s1,/,9,/,-6,?,/,-5,/,101,100,-17
CCCCN(CC)CCCNC(=S)Nc1ccc2nc(N3CCN(C)CC3)cc(C)c2c1,0,10,-0.3,23,?,-2,17,19,100,104,-64
C=C(C)CSC1=C(C#N)C(c2ccsc2)CC(=O)N1 (centres undefined),2,8,0.2,5,99,0,3,30,98,100,-12
CCn1c(CNC(=O)COc2ccc(C(C)C)cc2)nnc1SCC(=O)Nc1ccccc1F,24,9,2.5,17,97,2,/,12,101,102,-19
Cc1ccc2[nH]c(=O)c3cc(C(=O)NCCN4CCN(C)CC4)sc3c2c1,-5,6,-2.3,12,101,0,/,18,107,104,-14
CCOC(=O)C(C)CC(C)C(=O)N1CCOCCOCCN(C(=O)C(C)CC(C)C(=O)OCC)CCOCC1 (centres undefined),3,9,0.5,11,100,-1,/,32,101,99,-5
COc1cc(C2CC(=O)n3c(nc4ccccc43)S2)cc(OC)c1OC (centres undefined),17,8,0.4,13,102,-7,/,19,100,104,3
CCOC(=O)C1CCN(C(=O)c2cnn3c(C)cc(C)nc23)CC1,2,38,0.1,-2,100,-1,/,12,96,95,0
CCOc1cc(C(=S)N2CCOCC2)ccc1OC(=O)/C=C/c1ccc(OC)c(OC)c1,12,3,/,-4,97,-5,/,11,76,93,-78

# A few values from the entries so far.
# Reading of Cc1cc(C)nc(NS(=O)(=O)c2ccc(NC(=O)COc3ccccc3)cc2)n1 in ABCB1 block: 0.2
# Reading of Cc1oc2c(c1C(=O)c1ccccc1)C(=O)C(=O)c1ccccc1-2 in ABCG2 inh: 5

# Results in Mcl1-Bid inh, for some of the entries so far:
Molecule | Mcl1-Bid inh
C=C(C)CSC1=C(C#N)C(c2ccsc2)CC(=O)N1 (centres undefined) | -12
CCn1c(CNC(=O)COc2ccc(C(C)C)cc2)nnc1SCC(=O)Nc1ccccc1F | -19

# 6 compounds already listed, sorted by number of heavy atoms, rising.
SMILES,ABCG2 inh,Avidin bead fluor,ABCB1 block,Mcl1-Noxa inh,RGS7-Gao,Bim-Mcl-1,Pf gamet viab,GSH bead fluor,RGS8-Gao reg,RGS4-Gao reg,Mcl1-Bid inh
CC1CCCCN1Cc1cnc(Cl)s1 (centres undefined),0,13,0.1,9,104,-2,-7,28,107,105,-28
CC(C)CNC(=O)COc1ccccc1[N+](=O)[O-],19,15,1.0,10,99,-5,/,13,100,102,10
CCCN(c1ccc(C)cc1)c1nc(=O)c2cccnc2s1,/,9,/,-6,?,/,-5,/,101,100,-17
Cc1oc2c(c1C(=O)c1ccccc1)C(=O)C(=O)c1ccccc1-2,5,16,1.1,12,95,-1,23,9,95,95,-17
CCOc1ccc(OCC)c(NC(=O)CN(C)S(=O)(=O)c2cnc[nH]2)c1,3,30,0.6,26,93,2,/,16,96,102,-34
Cc1ccc2[nH]c(=O)c3cc(C(=O)NCCN4CCN(C)CC4)sc3c2c1,-5,6,-2.3,12,101,0,/,18,107,104,-14

# Following part.
SMILES,ABCG2 inh,Avidin bead fluor,ABCB1 block,Mcl1-Noxa inh,RGS7-Gao,Bim-Mcl-1,Pf gamet viab,GSH bead fluor,RGS8-Gao reg,RGS4-Gao reg,Mcl1-Bid inh
CC(NC(=O)/C=C/c1ccccc1)c1ccccc1 (centres undefined),3,12,0.1,-10,102,-3,16,11,103,102,-16
O=C(Nc1cc(C(F)(F)F)ccc1-n1cncn1)c1ccc(-c2ccccc2)cc1,2,6,0.1,-7,101,-2,3,44,101,100,9
Cc1ccc(N2CC(C(=O)Nc3ccc(C)c(S(=O)(=O)N(C)C)c3)CC2=O)cc1 (centres undefined),9,12,1.8,14,107,-5,-19,13,103,102,-8
S=C(Nc1ccc(Br)cc1Cl)Nn1cnnc1,-1,6,-0.6,16,99,-1,-1,12,103,98,-36
COc1ccc(CC(=O)Nc2ccc(C(N)=O)cc2)cc1,/,9,/,-2,?,/,33,/,101,106,-39
O=C(NCc1ccco1)c1cc2n(n1)C(C(F)(F)F)CC(c1ccc(Cl)c(Cl)c1)N2 (centres undefined),3,36,0.3,-11,95,-3,0,10,99,99,-10
O=C(CSc1nc2scc(-c3ccccc3)c2c(=O)[nH]1)NC1CCCCC1,4,16,1.2,-1,111,-1,14,18,100,104,-39
O=C(NNC(=O)c1cccnc1)NC12CC3CC(CC(C3)C1)C2,2,6,0.5,6,99,-3,-1,9,103,102,-63
COc1cc(OC)c(OC)cc1CN(C)C(c1ccccc1)c1nnnn1-c1ccccc1C (centres undefined),4,9,2.1,/,101,-5,20,29,105,102,16
O=S(=O)(Nc1cccc2ccccc12)c1cccc2nonc12,/,6,/,-15,?,/,13,/,97,99,-5
Cc1cc(N/N=C/c2ccc(Cl)cc2Cl)nc(NCc2ccccc2)n1,5,13,0.9,3,95,-2,8,12,96,98,-17
CCOC(=O)C1=C(O)CSC1=Nc1cccc2ccccc12,6,3,0.1,-8,102,-2,11,9,100,99,-8
OCCN1CCN(c2nc3ccccc3nc2-c2ccccc2)CC1,11,9,1.0,15,107,-4,-8,17,99,99,-24
O=C(NC1CC2CCCC(C1)N2C(=O)NC1CCCCC1)c1ccccc1 (centres undefined),1,12,0.6,-11,98,3,18,8,100,103,-16
CSc1ccccc1NC(=O)c1ccccc1,0,27,-0.2,-4,101,-2,-6,7,102,101,-28
O=C(Nc1cccc(Cl)c1)O/N=C\c1ccncc1,0,10,-0.2,11,96,0,2,16,93,92,-23
CC(C)OC(=O)C1CC=CCC1C(=O)Nc1ccc(Cl)cc1 (centres undefined),42,16,1.5,0,106,-5,12,36,102,104,-18
COCCNC(=O)Cn1cc2c(n1)CCCCC2,0,22,0.2,5,101,-6,/,15,99,101,-9
CCC(=O)Nc1ccc(Oc2ccc3c(c2)C(=O)NC3=O)cc1,60,13,-0.3,13,96,-5,22,27,99,100,-20
CCCCCCOc1ccc(C(=O)O)cc1,/,3,/,14,?,/,3,/,98,98,-12
O=C(COC(=O)c1c(Cl)ccc(Cl)c1Cl)NC1CCS(=O)(=O)C1 (centres undefined),3,10,0.7,11,100,2,1,17,99,102,1
O=[N+]([O-])c1ccc(NCCNCCOc2nonc2-c2ccccc2)c([N+](=O)[O-])c1,1,15,-0.1,-3,104,0,/,10,106,101,-18
O=C(Nc1ccc(Br)cc1)C(c1ccccc1)c1ccccc1,5,12,0.3,1,104,2,/,13,102,94,-10
CCOC(=O)c1[nH]c2ccc(F)cc2c1NC(=O)C1=COCCO1,5,19,0.2,7,93,-1,/,15,99,92,-29
O=C(Nc1ccc2c(c1)Cc1ccccc1-2)c1ccc(Br)o1,2,22,-0.5,-13,101,-1,/,10,102,100,-11
CC(C)CCC(C)NC(=O)c1ccc2nccnc2c1 (centres undefined),9,11,-0.1,-4,101,0,-14,13,102,103,8
O=C(CSc1cccc[n+]1[O-])NC1CCCCCCC1,3,12,0.5,-8,?,0,/,16,101,100,-14
O=C(Nc1ccc(Cl)cc1)Nc1nnc(CSCc2ccccc2Cl)s1,-13,12,-0.2,4,101,-9,10,11,99,100,10
COc1cccc(C(c2sc3nc(C)nn3c2O)N2CCN(C(=O)c3ccco3)CC2)c1 (centres undefined),1,9,0.3,3,104,2,/,21,101,105,-13
Cc1ccc(NNC(=O)c2c(C)noc2C)cc1Cl,/,6,/,10,?,/,6,/,98,99,-15
Cc1cc(=O)oc2cc(OCC(=O)NCc3ccncc3)ccc12,6,12,1.5,30,97,0,/,25,96,97,-4
Cc1nc(N2CCN(C)CC2)c2sc(=S)n(C)c2n1,5,9,0.5,17,101,0,/,21,101,98,-25
CN(CCc1cnn(C)c1)Cc1nc(Cc2ccccc2)no1,3,6,1.9,20,99,0,13,18,95,100,-37
CN(CCOc1ccccc1)Cc1nc2cc(Cl)ccc2c(=O)[nH]1,3,19,0.3,2,95,0,20,11,105,102,-10
CCN(CC(=O)NC(=O)NCc1ccco1)Cc1nc2ccccc2c(=O)[nH]1,0,8,0.9,18,95,2,13,30,98,97,-41
Cc1ccc(S(=O)(=O)c2nc(S(C)(=O)=O)sc2NCc2ccc3c(c2)OCO3)cc1,0,11,0.9,-57,108,-5,/,13,106,103,-31
CCCCCCNc1cc(C)oc(=O)c1C(C)=O,12,5,1.2,6,101,-4,3,25,102,99,3
COc1ccc(CN2CCNC(=O)C2CC(=O)NC2Cc3ccccc3C2)c(OC)c1 (centres undefined),0,13,-0.4,7,100,-2,-10,16,100,101,-25

# Bioassay records deposited in PubChem BioAssay by several laboratories.
